# Screening results: PubChem, National Center for Advancing Translational Sciences (NCATS)
# CBFb-RUNX1 inh: qHTS Assay for Compounds Blocking the Interaction Between CBF-beta and RUNX1 for the Treatment of Acute Myeloid Leukemia | 230,000 tested, under 10 active | AlphaScreen CBFb-His/RUNX1-biotin binding, biochemical | Potency, µM (top dose mostly 59.8 µM), for inactives: top-dose activity, negative = inhibition, usual class: inhibitors | AID 1477, 2009 | Runt-related transcription factor 1 (Homo sapiens) + Core-binding factor subunit beta …; also: % of control where 0% means no effect
# Target sequence (Q01196 whole entry, looked up): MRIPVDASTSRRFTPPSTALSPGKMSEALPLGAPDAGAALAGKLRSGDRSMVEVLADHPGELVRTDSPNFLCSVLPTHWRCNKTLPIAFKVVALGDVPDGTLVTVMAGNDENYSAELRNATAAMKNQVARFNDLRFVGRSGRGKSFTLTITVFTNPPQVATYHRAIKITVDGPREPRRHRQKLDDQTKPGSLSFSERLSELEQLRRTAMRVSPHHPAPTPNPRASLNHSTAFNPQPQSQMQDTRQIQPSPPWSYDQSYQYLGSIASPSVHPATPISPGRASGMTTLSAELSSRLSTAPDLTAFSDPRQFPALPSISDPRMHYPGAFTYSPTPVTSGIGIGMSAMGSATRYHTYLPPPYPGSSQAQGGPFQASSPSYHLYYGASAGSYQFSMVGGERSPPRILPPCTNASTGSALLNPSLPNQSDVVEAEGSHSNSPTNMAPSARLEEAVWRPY
# Target sequence (Q13951 whole entry, looked up): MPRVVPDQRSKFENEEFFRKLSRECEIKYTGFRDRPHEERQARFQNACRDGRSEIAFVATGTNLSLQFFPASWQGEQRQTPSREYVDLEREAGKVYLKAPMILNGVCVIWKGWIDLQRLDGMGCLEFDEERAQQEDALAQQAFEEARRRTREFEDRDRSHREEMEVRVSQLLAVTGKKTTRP
#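 Bead-based AlphaScreen assay; binding partners His-tagged CBF-beta and biotinylated RUNX1 at 30 nM each. Compound exposure 15 min after a 20-min protein preincubation; bead step 90 min; all steps at room temperature.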
# IMPase Li cell: qHTS Assay for Identifying the Cell-Membrane Permeable IMPase Inhibitors: Potentiation with Lithium; Potency, µM (titrated, usually from 59.4 µM), for the others: at the top dose activity, negative = IMPase inhibition, actives largely listed as inhibitors; AID 1457, 2008; 0.35% of 210,000 active; CHO-M1 cells, IP1 TR-FRET (IP-One), carbachol + lithium;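 also: IP1 builds up when IMPase is blocked and the TR-FRET signal falls; potency is read from the fitted curve at half-maximal effect; plate controls were basal vehicle for no effect and high inhibitor control for full effect; nearly all actives have a fitted effect of over 50% in size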
#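 Lithium-sensitised IP1 accumulation assay; M1-expressing CHO cells treated 30 min at 37C with compound. Competitive antibody detection by time-resolved FRET followed a 10 min room-temperature lysis step.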
# KinaseGlo FLuc: Counterscreen for Luciferase (Kinase-Glo TM) Inhibition. Luciferin 4-monooxygenase (Photuris pensylvanica), Q27757. Kinase-Glo luciferase, ATP luminescence, 8 min. Potency, µM (titrated, usually from 38.3 µM), inactives show top-dose activity change, negative = inhibition, hits mostly inhibitors. 0.28% of 200,000 active. AID 1379, 2008; also: potency is read from the fitted curve at half-maximal effect; % is scaled to controls: 0 for no effect and ±100 for the full control effect; nearly all actives have a fitted effect of over 60% in size
#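 Luminescence was the read-out, taken after 8-minute incubation at ambient temperature. Luciferase turned over luciferin with 10 uM ATP in imidazole pH 7.2 buffer containing KCl, MgCl2, Tween 20 and BSA.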
# HTT cytoprotect: qHTS Multiplex Assay to Identify Dual Action Probes in a Cell Model of Huntington: Cytoprotection (ATP) | Potency, µM (doses to about 56.4 µM), for inactives: cytoprotection (ATP increase), most hits filed as activators | PC12 HTT-Q103 induced, cytoprotection, ATP luminescence, 40 h | 0.14% of 230,000 active;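 also: potency is read from the fitted curve at half-maximal effect; % of control where 0% means no effect; nearly all actives have a fitted effect of over 45% in size; toxic huntingtin expression switched on by the ecdysone agonist tebufenozide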
#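 Stable PC12 Q103-GFP cells in serum-supplemented, phenol red-free DMEM; induction by tebufenozide at 100 nM final; compound dose series; cell viability quantified luminescently from ATP.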
# SMN2 splice up: qHTS Assay for Enhancers of SMN2 Splice Variant Expression; 2.8% of 210,000 active; AID 1458, 2008; HEK293 SMN2-luciferase splicing reporter, luminescence, 30-36 h; Potency, µM (top dose mostly 46.1 µM), inactives show at the top dose activity change, positive = activation, most hits filed as activators; also: potency is read from the fitted curve at half-maximal effect; % of control where 0% means no effect; nearly all actives have a fitted effect of over 55% in size
#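 HEK293 cells carry an SMN2 minigene-luciferase reporter in which exon 7 inclusion puts luciferase in frame. Cells were seeded at 2000 cells/well, attached for 10-12 hours, then exposed to compounds for 30-36 hours at 37C before ONE-Glo luminescence.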
# LMNA splice mod: qHTS Assay for Modulators of Lamin A Splicing | HeLa LMNA splicing GFP/RFP minigene ratio, 48 h | Potency, µM (titrated, usually from 46.1 µM), without a hit: at the top dose ratio change, negative = inhibition, actives largely listed as inhibitors | AID 1487, 2009 | 0.01% of 200,000 active; active = well fitted inhibition curve with a large enough effect in the signal ratio, with a control signal flat, not every such curve was filed as active; inconclusive = small, poorly fitted or top-dose-only effect, or effect the other way, or a change in a side signal; the % refers to the signal ratio; also: potency is read from the fitted curve at half-maximal effect; % is scaled to controls: 0 for no effect and ±100 for the full control effect
#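 Read-out is the ratio of GFP to DsRed2 object intensity, acquired by 488 nm laser-scanning cytometry on HeLa lamin A-EGFP minigene reporter cells. Compound incubation 48 hrs at 37 °C in Opti-MEM with 2% FBS; DMSO 0.5% final.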
# HttQ103 aggreg: qHTS Multiplex Assay to Identify Dual Action Probes in a Cell Model of Huntington: Aggregate Formation (GFP); PC12 HttQ103-GFP aggregates, Acumen cytometry, 40 h; Potency, µM (doses to about 46.1 µM), inactives show top-dose activity change, negative = inhibition, usual class: inhibitors; 1.1% of 220,000 active; AID 1688, 2009; also: potency is read from the fitted curve at half-maximal effect; % is scaled to controls: 0 for no effect and ±100 for the full control effect; nearly all actives have a fitted effect of over 60% in size
#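 Aggregates are detected as GFP objects 1–25 µm with signal 6 STDEV over background in lysates of induced PC12 cells. These carry Huntingtin exon 1 with 103 glutamines fused to GFP under an ecdysone promoter; compounds titrated.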
# * marks the source's active call; other numbers are inactive results; ? = inconclusive; · = not tested or not shown; & = joins results of further samples; [ ] = remark or other dose. Unless noted, calls follow the shape of the dose curve; as a rule, active = well fitted curve in the direction sought with a large enough effect; inconclusive = small, poorly fitted or top-dose-only effect, or another doubt; inactive = no such curve, though single readings can be large; an effect the other way counts as inactive or inconclusive.
1: Cc1c(N=C2Nc3cccc4cccc2c34)c(=O)n(-c2ccccc2)n1C
2: CCCCCC1OC1C/C=C\C/C=C\C/C=C\CCCC(=O)O (centres undefined)
3: OCCSc1nc(N2CCOCC2)nc(N2CCOCC2)n1
4: Cc1ccc(NC(=O)CN2C(=O)N/C(=C/c3ccco3)C2=O)cc1
5: N=C(N)CCNC(=O)[C@@H]1CCC(N)=N1
6: O=Cc1c(Cl)nc2ccccn2c1=O
7: COc1cnc(-c2ccccc2)nc1Sc1ccccc1
8: CCc1cc2c(=O)n(N)c(CCC(=O)O)nc2s1
9: O=C(O)/C=C\c1ccc(O)c(O)c1
10: COc1cccc2c1OCC/C2=N\NC(=O)C(C)Oc1ccc([N+](=O)[O-])cc1 (centres undefined)
assay / compound	1	2	3	4	5	6	7	8	9	10
CBFb-RUNX1 inh	-4%	?	7%	?	·	10%	12%	0%	-1%[21.7 µM]	1%
IMPase Li cell	13%[38.3 µM]	0%&2%	-4%	-2%[38.3 µM]	-2%	·	12%	31%[activator][38.3 µM]	1%	10%
KinaseGlo FLuc	0%	0%	0%	-4%	-2%[7.66 µM]	·	-3%	-4%	3%[17.1 µM]	-3%
HTT cytoprotect	-15%	-36%&29%	-71%[inhibitor]	-19%	6%[10 µM]	2%[10 µM]	-35%	0%	-21%	-1%[10 µM]
SMN2 splice up	5%	-2%&1%	·	1%	10%[9.22 µM]	·	-23%	17%	-2%[20.6 µM]	·
LMNA splice mod	0%	·	11%[46 µM]	-1%	·	·	-30%[46 µM]	10%	-10%	?
HttQ103 aggreg	9%	·	-27%	22%	·	-9%[9.22 µM]	-16%	-14%	·	-8%[9.22 µM]

11: CCCC(=O)Nc1ccccc1NC(=O)CCC
12: CC(C)=N/N=C1\NC(=O)C(C)S1 (centres undefined)
13: COc1ccc(CN2CCNC(=O)C2CC(=O)NCc2ccc(C)s2)c(OC)c1 (centres undefined)
14: Cn1nnnc1SCc1nc2ccccc2[nH]1
15: O=C(CSc1ccc(-c2ccco2)nn1)NC1CCCCC1
16: CCOC(=O)c1cc(OC(=O)c2ccccc2)n(-c2ccccc2)n1
17: Cc1cccc(C)c1OCC(=O)N=Nc1c(O)[nH]c2ccc(Br)cc12
18: O=C(c1csc2c1CCCC2)N1CCN(c2ncccn2)CC1
19: O=C1COc2ccc(S(=O)(=O)Nc3ccc4c(c3)OCO4)cc2N1
20: COC(=O)c1cc(OC)c(OC)cc1NC(=O)c1ccc(C)o1
assay / compound	11	12	13	14	15	16	17	18	19	20
CBFb-RUNX1 inh	0%	3%	-10%	-4%	?	-5%	10%	3%	10%	17%
IMPase Li cell	14%[38.3 µM]	·	-1%	12%[38.3 µM]	-13%	18%[38.3 µM]	21%[38.3 µM]	28%[38.3 µM]	1%	55%[activator][38.3 µM]
KinaseGlo FLuc	1%	·	0%	10%	-1%	0%	-3%	2%	1%	0%
HTT cytoprotect	-10%[0.074 µM]	-4%[10 µM]	0%[10 µM]	-4%	-49%[inhibitor]	13%	-61%[inhibitor]	-18%[0.074 µM]	-44%[inhibitor]	-58%[inhibitor][10 µM]
SMN2 splice up	-9%	·	·	19%	-34%[inhibitor]	5%	20%	-14%	-13%	-27%
LMNA splice mod	12%	·	12%[46 µM]	7%	·	-5%	3%	-3%	·	-13%
HttQ103 aggreg	-3%	-7%[9.22 µM]	-9%[9.22 µM]	4%	-6%	9%[9.22 µM]	14%	-7%	-20%	-21%

21: COc1ccc(-c2coc3cc(OC(=O)N4CCOCC4)ccc3c2=O)cc1
22: Cc1cc(O)ccc1Nc1nc(-c2cccs2)cs1
23: CCOc1ccc(/C=N/NC(=O)c2c(C)n(C)c3ccc(OC)cc23)cc1
24: COc1ccc(/C=C(\NC(=O)c2ccc(OC)cc2)C(=O)NC(CCSC)C(=O)O)cc1 (centres undefined)
25: COc1cccc2cc(/C(C)=N/Nc3nc(-c4cc(C)ccc4C)cs3)c(=O)oc12
26: COc1cc(NC(=O)C2=C(N3CCOCC3)/C(=C\c3ccc(Cl)cc3Cl)CC2)cc(OC)c1OC
27: COc1ccc(S(=O)(=O)N2CCC(C(=O)Nc3ccc(F)cc3)CC2)c2cccnc12
28: CC(C(=O)NNS(=O)(=O)c1cccc(C(F)(F)F)c1)n1nnc(N2CCOCC2)n1 (centres undefined)
29: CS(=O)(=O)N1CCC2(CCCN(C(c3ccccc3)c3ccccc3)C2)CC1
30: CC1CCCCC12NC(=O)N(CC(=O)Nc1sc3c(c1C(N)=O)CCC3)C2=O (centres undefined)
assay / compound	21	22	23	24	25	26	27	28	29	30
CBFb-RUNX1 inh	7%	-8%	1%	2%	-2%	-2%	-12%	-1%	·	·
IMPase Li cell	·	12%	9%	27%[38.3 µM]	49%[activator][38.3 µM]	2%	9%	·	14%	10%[38.3 µM]
KinaseGlo FLuc	·	-7%	-2%	21%	2%	0%	-2%	·	0%	0%
HTT cytoprotect	1%[10 µM]	·	-26%[10 µM]	-9%	30%[10 µM]	·	-37%[inhibitor]	10%[10 µM]	6%	18%
SMN2 splice up	·	?	15%	10%	-12%	14%	-7%	·	-23%	-3%
LMNA splice mod	1%[46 µM]	-13%[46 µM]	?	8%	-3%	5%	2%[9.22 µM]	·	·	?
HttQ103 aggreg	-17%[9.22 µM]	19%	22%	-19%	30%	7%	-12%	-12%[9.22 µM]	·	8%

31: Cc1ccc(N2C(=O)c3ccc(C(=O)N4CCN(c5ccccc5F)CC4)cc3C2=O)cc1
32: CCN1C(=O)/C(=C2/Sc3ccccc3N2CC)S/C1=N\c1ncn[nH]1
33: Cc1ccc(NC(=O)/C(=C/c2cccc(Br)c2)NC(=O)c2ccco2)cc1
34: COc1ccc(OCCSc2nc(N)cc(=O)[nH]2)cc1
35: Cc1ccc(Cl)cc1NC(=S)N(CCCN1CCOCC1)Cc1ccco1
36: CCOC(=O)N1CCC(N(CCOC)C(=O)Nc2ccc(Cl)cc2)CC1
37: Cc1cc(C)n2nc(SCC(=O)c3ccc[nH]3)nc2n1
38: NC(=O)Nc1ccc(C(=O)OCC(=O)N(Cc2ccccc2)C2CCS(=O)(=O)C2)cc1 (centres undefined)
39: O=C(CNc1ccccc1)NNC1=NCCC1
40: O=C(O)CSCC(=O)Nc1ccc(Cl)cc1C(F)(F)F
assay / compound	31	32	33	34	35	36	37	38	39	40
CBFb-RUNX1 inh	0%	4%	0%	-3%	-1%	0%	-1%	9%	2%	5%
IMPase Li cell	0%	36%[activator]	0%	3%	2%	5%[38.3 µM]	15%[38.3 µM]	-4%	-4%	3%
KinaseGlo FLuc	3%	1%	-1%	-1%	0%	-3%	-2%	-1%	-2%	0%
HTT cytoprotect	9%	-3%[10 µM]	7%[10 µM]	14%[10 µM]	-4%	3%	-12%	-30%	-14%[10 µM]	-25%
SMN2 splice up	-8%	-27%	·	·	-3%	6%	-1%	10%	-1%	-1%
LMNA splice mod	-13%	·	-3%	·	-3%[46 µM]	-8%	-3%	·	1%	4%[9.22 µM]
HttQ103 aggreg	12%	-12%[9.22 µM]	31%	43%[9.22 µM]	13%	-11%	9%	13%	26%	-6%[9.22 µM]

41: CCc1nnc(NC(=O)C(=O)NCCOC(=O)c2ccccc2)s1
42: CC(C)[C@H](NC(=O)c1ccc(C(C)(C)C)cc1)C(=O)Nc1nnc(C2CC2)s1
43: CCCCNC(=O)N(C)c1nncnc1C(=O)NC
44: O=C(Cn1c(-c2ccco2)nc2ccccc21)N1CCCCC1
45: O=C(N/N=C/c1ccccn1)c1[nH]c2ccc([N+](=O)[O-])cc2c1-c1ccccc1
46: CCOc1ccc(NC(=O)CS(=O)(=O)c2cn(CC)c3ccccc23)cc1
47: O=C(NCc1ccco1)C(=O)NCC1OCCCN1S(=O)(=O)c1ccccc1 (centres undefined)
48: COc1ccc(CC(=O)N2CC(=O)N(CCc3ccccc3)C(=O)C2)cc1
assay / compound	41	42	43	44	45	46	47	48
CBFb-RUNX1 inh	12%	7%	-3%	0%	?	6%	1%	-8%
IMPase Li cell	26%[38.3 µM]	4%	25%[38.3 µM]	-5%[38.3 µM]	15%	25%[38.3 µM]	-2%	4%[38.3 µM]
KinaseGlo FLuc	-4%	-1%	2%	-4%	2%	3%	-2%	1%
HTT cytoprotect	-11%	·	-4%	1%	-114%[inhibitor]	-3%[10 µM]	-4%[10 µM]	8%
SMN2 splice up	?	7%	9%	17%	-18%	7%	11%	6%
LMNA splice mod	-1%	?	-3%	-8%[0.0737 µM]	-2%[46 µM]	?	15%	-6%
HttQ103 aggreg	5%	-16%	-2%	12%	-3%[9.22 µM]	-24%	?	2%

# Of the compounds above, these contain a Cl atom:
6: O=Cc1c(Cl)nc2ccccn2c1=O
26: COc1cc(NC(=O)C2=C(N3CCOCC3)/C(=C\c3ccc(Cl)cc3Cl)CC2)cc(OC)c1OC
35: Cc1ccc(Cl)cc1NC(=S)N(CCCN1CCOCC1)Cc1ccco1
36: CCOC(=O)N1CCC(N(CCOC)C(=O)Nc2ccc(Cl)cc2)CC1
40: O=C(O)CSCC(=O)Nc1ccc(Cl)cc1C(F)(F)F
assay / compound	6	26	35	36	40
CBFb-RUNX1 inh	10%	-2%	-1%	0%	5%
IMPase Li cell	·	2%	2%	5%[38.3 µM]	3%
KinaseGlo FLuc	·	0%	0%	-3%	0%
HTT cytoprotect	2%[10 µM]	·	-4%	3%	-25%
SMN2 splice up	·	14%	-3%	6%	-1%
LMNA splice mod	·	5%	-3%[46 µM]	-8%	4%[9.22 µM]
HttQ103 aggreg	-9%[9.22 µM]	7%	13%	-11%	-6%[9.22 µM]
